Screening results as filed in PubChem BioAssay.
IMP-1 inh = inhibitors of Pseudomonas aeruginosa IMP-1 metallo-beta-lactamase | purified IMP-1, nitrocefin hydrolysis, epi-absorbance fluorescence | inhibition, % at 5.6 µM | actives 0.45% (n = 290,000) | AID 1556;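 active means inhibition above the mean plus 3 SD of all compounds in the same screening run, cut at about 4.5% in these data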;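 further: 0% = IMP-1 with DMSO and 100% = DMSO wells lacking enzyme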
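System: purified IMP-1; amount: IMP-1 0.2 nM before substrate addition; compound: single dose, 5.6 µM; times: 25 °C, 15 min preincubation, 25 min reaction; signal: Epi-absorbance via hydrolysed-nitrocefin quenching of white-plate fluorescence, 480/530 nm, EDTA stop; benchmarks: DMSO with and without IMP-1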
DNA FID counter = counter-screen for HCV NS3 helicase inhibitors: DNA intercalator displacement. AID 1845. actives 0.17% (n = 290,000). inhibition, % at 7.9 µM. DNA fluorescent intercalator displacement, fluorescence; in the data active means inhibition above about 37%;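 further: 0% = vehicle and 100% = reference compound; higher means more ethidium bromide displaced from hairpin DNA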
V1aR counter = counter-screen for oxytocin receptor agonists: human V1a receptor agonists | P37288 | CHO-V1R cells, Fluo-8 calcium fluorescence, agonist mode; 0% DMSO, 100% 3 nM vasopressin | activation, % at 3 µM | actives 0.25% (n = 320,000);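 active means activation above the mean activation of all tested compounds plus 3 SD, per screening run, cut at about 20% in these data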;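 further: signal is peak over basal fluorescence ratio across a 100 second FLIPR read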
OXTR agonist = human OXTR agonism; P30559; CHO-OTR cells, Fluo-8 calcium fluorescence; normalized: DMSO 0%, oxytocin 100%; activation, % at 3 µM; actives 0.32% (n = 320,000);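 active means activation above the mean of all tested compounds plus 3 SD, cutoff set per screening run, cut at about 20% in these data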;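 further: peak over basal fluorescence ratio from a 100 s FLIPR kinetic read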
NS3 helicase inh = HCV NS3 helicase inhibition | NS3 helicase DNA unwinding, Cy5 molecular beacon fluorescence | inhibition, % at 10.9 µM | actives 0.56% (n = 290,000) | AID 1800;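 active means inhibition above the mean of all tested compounds plus 3 SD, set per campaign, cut at about 35% in these data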;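 further: 0% = DMSO wells and 100% = thioflavine S control wells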
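assay system = NS3 helicase fragment of HCV | buffer or medium = MOPS pH 6.5, MgCl2, DTT, Tween20, BSA | timing = 60 min unwinding reaction at 25 °C after ATP addition | signal = Cy5 beacon fluorescence read at start and 1 h | read-out basis = % inhibition of unwinding | control set = low DMSO, high thioflavine S at 110 µM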
GalR3 antagonist = antagonists of human GalR3; inhibition, % at 3 µM; O60755; HEK293 GalR3-CNG cAMP membrane potential fluorescence; galR3 body fused to GalR1 C-terminus; actives 0.44% (n = 360,000);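 active means inhibition above the screen-wide average plus 3 SD, cut at about 13% in these data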;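 further: forskolin and galanin both at EC90 stimulate the cells; cAMP rise reported by CNG channel membrane potential dye signal; 0% = forskolin plus galanin with DMSO and 100% = forskolin alone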
Target sequence (O60755 1-299 limits assumed): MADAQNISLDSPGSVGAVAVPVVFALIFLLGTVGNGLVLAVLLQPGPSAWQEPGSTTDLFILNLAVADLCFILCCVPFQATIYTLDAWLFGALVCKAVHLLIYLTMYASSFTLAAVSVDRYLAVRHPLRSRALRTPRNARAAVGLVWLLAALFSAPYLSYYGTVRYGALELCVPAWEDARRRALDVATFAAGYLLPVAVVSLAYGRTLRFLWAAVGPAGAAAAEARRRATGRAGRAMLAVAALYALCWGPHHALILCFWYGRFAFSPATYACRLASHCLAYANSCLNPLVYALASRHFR
PHOSPHO1 block = PHOSPHO1 (human) inhibition. Q8TCT1. recombinant PHOSPHO1, absorbance phosphatase assay. inhibition, % at 13.3 µM. actives 1.1% (n = 290,000). AID 1565; in the data active means inhibition above about 60%
Target sequence (Q8TCT1 whole entry, looked up): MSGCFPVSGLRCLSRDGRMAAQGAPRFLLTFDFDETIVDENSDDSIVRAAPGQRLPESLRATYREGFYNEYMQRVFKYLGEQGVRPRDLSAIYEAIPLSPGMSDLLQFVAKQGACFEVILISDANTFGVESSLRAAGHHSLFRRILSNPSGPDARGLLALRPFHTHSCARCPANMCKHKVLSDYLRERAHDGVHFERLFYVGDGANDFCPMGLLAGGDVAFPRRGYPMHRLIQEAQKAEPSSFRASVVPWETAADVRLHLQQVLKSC
VIM-2 inhibitor = inhibitors of Pseudomonas aeruginosa VIM-2 metallo-beta-lactamase | purified VIM-2, nitrocefin hydrolysis, epi-absorbance fluorescence | inhibition, % at 5.6 µM | actives 0.89% (n = 290,000);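 active means inhibition above the mean of all tested compounds plus 3 SD, cutoff set per screening run, cut at about 7.5% in these data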;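 further: red hydrolysis product quenches plate fluorescence so inhibitors raise well fluorescence; 0% = enzyme with DMSO and 100% = DMSO without enzyme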
GPR7 antagonist = blocks human GPR7 receptor signaling | P48145 | GPR7-expressing cells, fluorescence antagonist assay | inhibition, % at 4.4 µM | actives 1.1% (n = 290,000) | AID 1861; in the data active means inhibition above about 16%, passing the limit was not always enough;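 further: cells stimulated with the agonist NPW; 0% = agonist with vehicle and 100% = vehicle without agonist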
Target sequence (P48145 whole entry, looked up): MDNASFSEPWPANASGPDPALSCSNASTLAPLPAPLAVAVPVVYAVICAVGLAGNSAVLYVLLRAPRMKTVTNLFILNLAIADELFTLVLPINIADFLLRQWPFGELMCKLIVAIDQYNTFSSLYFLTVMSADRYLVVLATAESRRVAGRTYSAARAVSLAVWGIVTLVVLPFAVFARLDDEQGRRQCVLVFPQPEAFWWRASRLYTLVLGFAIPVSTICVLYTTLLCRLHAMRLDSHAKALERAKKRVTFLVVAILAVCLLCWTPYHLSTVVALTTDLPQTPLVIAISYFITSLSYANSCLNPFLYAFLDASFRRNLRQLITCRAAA
* = called active by the depositor; . = no result given.

SMILES	IMP-1 inh	DNA FID counter	V1aR counter	OXTR agonist	NS3 helicase inh	GalR3 antagonist	PHOSPHO1 block	VIM-2 inhibitor	GPR7 antagonist
CCc1ccc(C2C(C(=O)O)c3ccccc3C(=O)N2C)cc1 (stereo unspecified)	-7.3	-21	0.4	-0.1	7	-10	10	-3.9	3
NNc1nc2c(-c3ccc(F)cc3)nnn2c2ccccc12	-3.0	0	-1.1	-1.9	1	-6	-5	-2.8	-5
CCOC(=O)C1CCCN(C(c2ccccn2)c2c(C)[nH]c3ccccc23)C1 (stereo unspecified)	-2.5	-5	0.5	-0.5	-8	-6	-19	-1.6	-15
CC(=O)c1ccc(NC(=S)NNC(=O)c2ccncc2)cc1	-4.2	-1	0.3	0.1	1	-2	-9	-4.0	-3
COC(=O)CCC(=O)OC1(C)C(=O)C=C2C=C(C3CC3)N(Cc3ccco3)C=C2C1=O (stereo unspecified)	.	.	1.1	0.4	.	-3	40	.	.
CC(=O)c1cccc(NC(=O)CCc2nnc3ccc(N4CCOCC4)nn23)c1	-6.1	-19	-0.3	-2.0	7	-6	24	-2.4	-11
COc1ccc(C(=O)NCc2nnc(SCC(=O)N3CCCCC3)o2)cc1OC	-2.9	-6	0.5	0.5	8	1	38	-4.9	-6
COc1ccc(OCc2nnc(SCC(=O)N(C)Cc3ccccc3)n2N)cc1	-0.9	-11	-0.1	-1.3	-1	6	-71	1.5	-10
CC1CCCN(c2sc(S(C)(=O)=O)nc2S(=O)(=O)c2ccc(Cl)cc2)C1 (stereo unspecified)	-1.8	-45	-1.1	-1.4	2	-6	26	-0.9	11
O=[N+]([O-])c1c(NCCCO)cc(SCc2ccco2)c2nonc12	-1.7	4	4.7	1.8	25	11	-5	-0.7	-2
COc1ccc(S(=O)(=O)NCC2CCC(C(=O)O)CC2)cc1 (stereo unspecified)	-3.2	-1	-0.9	-0.1	9	-7	29	-2.2	-5
O=C(NC1CCN(C(=O)Nc2ccccc2Cl)CC1)c1cccc(F)c1	-4.5	-17	0.1	0.7	4	-11	8	-2.1	-1
COc1cc(/C=C/c2nc3ccccc3c(=O)[nH]2)cc(OC)c1OC	-3.9	-10	0.5	-0.3	8	-9	16	-3.8	6
Cc1cnc(NC(=O)CSc2nnc(C)n2N)s1	-0.8	0	0.9	0.0	7	1	21	-3.8	5
CC(NC(=S)Nc1ccc(S(N)(=O)=O)cc1)c1ccc2c(c1)OCO2 (stereo unspecified)	-2.7	-2	0.5	1.3	3	4	-14	0.5	-3
Cc1cc(C)n(C(=O)c2nn(C)c(C)c2[N+](=O)[O-])n1	-2.3	-1	-0.3	0.3	-4	-3	5	-4.2	-1
CCN(c1ccccc1)S(=O)(=O)c1cc(C(=O)Nc2cccc(Cl)c2)ccc1F	-0.5	3	0.9	0.7	-8	-6	15	-1.2	26*
CC1(C)c2ccccc2N2CC(=O)N(CC(N)=O)C21C (stereo unspecified)	-1.1	-36	8.0	5.3	2	3	-75	1.2	-7
Nc1nonc1C(=O)NCCNC(=O)c1ccc(Cl)c(Cl)c1	-1.9	0	4.2	2.4	-1	-8	28	-3.3	8
O=C(Cn1ccc2ccccc2c1=O)NCCC(=O)N1CCN(C2CCCCC2)CC1	-0.4	-1	-0.2	-0.2	-5	-3	13	-1.3	0
C=CCCC(=O)N1CCCC(C(=O)c2cccc(OC)c2)C1 (stereo unspecified)	-1.9	-21	0.5	-2.3	1	-8	.	-2.0	-13
O=C(NCCc1ccccc1)c1ncn[nH]1	-6.4	6	0.2	-0.8	6	-5	-24	-4.2	-11
CCCC(=O)N1CCN(c2ccc(NC(=O)c3sc4ccccc4c3Cl)cc2)CC1	-2.4	-2	0.4	0.7	3	-2	-9	-3.8	-11
Cc1c(Cl)cnc(NC(=O)COC(=O)c2cccc(S(=O)(=O)N3c4ccccc4CC3C)c2)c1Cl (stereo unspecified)	-0.9	-14	0.5	-2.4	-5	-2	13	0.2	4
Cc1ccc(C(=O)Nc2ccc3c(c2)CCC3)cc1	-3.7	-11	-1.8	-1.9	-22	-2	-13	-3.1	11
O=Nc1c(O)n(Cc2cccc(C(F)(F)F)c2)c2ccccc12	-1.7	-17	-0.3	-2.4	0	-5	-14	-2.8	-16
COc1ccc(C(C(=O)NC2CCCC2)N(C(=O)c2ccco2)c2ccccc2C(C)=O)cc1OC (stereo unspecified)	-2.2	-21	-1.3	-0.1	6	-7	46	-2.6	-8
CCN(CC)c1ccc2cc(C(N)=O)/c(=N\NC(=O)c3ccncc3)oc2c1	-2.1	-39	27*	18	1	-3	6	17*	19
Cc1ccc(NC(=O)/C(=C/C=C/c2ccccc2)NC(=O)c2ccccc2)cc1	-2.0	2	1.7	-0.2	1	-6	-1	-2.4	-6
O=C(Nc1ccc2c(c1)CCC2)c1cccc(S(=O)(=O)Nc2ccccc2Cl)c1	1.8	-17	1.1	-0.3	7	-4	-13	1.0	-1
O=C1NC(=O)c2cc(Br)cc3cccc1c23	-1.9	-3	0.0	-0.7	-1	-6	0	0.6	-18
CC(=O)N(CN1C(=O)c2ccccc2C1=O)c1ccc2c(c1)oc1ccccc12	-3.2	-2	0.4	0.0	13	-10	-9	-4.8	-4
O=C(O)CC1(CC(=O)Nc2ccc(Cl)cc2C(=O)c2ccccc2)CCCC1	-1.8	-42	-0.3	-0.8	-7	3	4	-3.1	-22
O=[N+]([O-])c1cccc2ccc(/C=C/c3ccc(Cl)cc3)nc12	-0.1	6	0.2	-1.4	5	-3	1	-1.2	1
CSC1=NCCN1CCOc1ccccc1	-1.4	-7	0.4	0.0	2	-2	-12	-1.4	-2
N=c1n(Cc2ccccc2)c2ccccc2n1CC(O)c1ccccc1 (stereo unspecified)	-4.6	18	2.2	6.1	-8	-5	-12	-1.7	15
CCOC(=O)/C=C/c1cnn(-c2ccccc2)c1	-0.7	2	-0.5	-1.8	-3	-1	-11	-1.9	3
CSc1n[nH]c(N)c1S(=O)(=O)c1ccc(Cl)cc1	-2.1	-4	8.8	3.7	-5	-11	33	0.2	8
Cn1c(NC(=O)C2CC2)cc(=O)n(C)c1=O	-3.6	-5	0.6	-0.9	5	3	9	-2.8	-16
CC(=O)Nc1ccc(/C=C(\C#N)C(N)=O)cc1	-3.0	-5	0.9	0.9	15	-3	22	-3.2	-2
CCCC(C(=O)Nc1nccs1)c1ccccc1 (stereo unspecified)	-0.8	2	-0.2	13	-4	-5	1	-1.8	2
CN(C1=NS(=O)(=O)c2ccccc21)c1ccc(OC(=O)c2ccncc2)cc1	-2.3	2	1.4	2.2	-9	-2	37	-1.7	-8
COc1ccc(S(=O)(=O)N2CC(C(=O)O)Oc3ccc(CC(=O)O)cc32)cc1 (stereo unspecified)	-2.6	-11	1.3	1.5	8	-4	18	-2.1	-10
O=C(NCCCN1CCCC1=O)Nc1ccc(Cl)cc1	-1.0	-4	1.4	1.1	-1	-6	.	-2.2	-8
Cc1cc(C(=O)CN2C(=O)NC3(CCCCC3)C2=O)c(C)n1-c1ccc2c(c1)OCO2	-0.9	-16	-0.8	-1.3	-7	-2	-4	-0.4	-7
O=C(c1oc(=O)c2ccccc2c1-c1ccccc1)N1CCOCC1	-2.1	-6	0.1	-1.4	-2	0	18	-0.7	6
O=C(Cc1ccccc1)Nc1ccccc1Sc1ccccc1	-0.8	-26	0.8	-1.8	-19	1	8	-1.7	-13
COc1cccc(C2/C(=C(/O)c3ccc(C)cc3)C(=O)C(=O)N2Cc2ccco2)c1 (stereo unspecified)	-0.4	-22	0.1	-0.8	14	-6	-1	-0.2	0
COc1ccc(NC(=O)CSc2nnc(NC(=O)c3ccco3)s2)cc1	-3.7	-2	1.5	-0.2	1	-3	30	-3.7	-5
COc1cccc(S(=O)(=O)Nc2ccc(C(=O)N3CCN(C(=O)c4ccco4)CC3)cc2)c1	-1.4	-29	0.6	-0.1	3	-6	-42	-3.0	7
CC1CCN(S(=O)(=O)c2cccc(C(=O)N3CCN(c4ccc(F)cc4)CC3)c2)CC1	-2.2	-33	6.3	0.2	1	-1	6	-2.7	4
C=C1CCC[C@]2(C)C[C@H]3OC(=O)C(CNC(C)CC)[C@H]3CC12 (stereo partly specified)	-1.1	-1	-1.1	-0.4	0	-10	.	-2.5	-6
COc1ccc(C2(O)CCN(CC(=O)Nc3nccs3)CC2)c(OC)c1	-5.0	13	1.1	1.1	5	-4	-34	-3.5	-4
COc1ccc(/C=N\NC(=O)c2ccccc2Br)cc1COc1ccccc1	-2.8	-28	2.4	0.5	10	-5	-6	-2.1	-16
CCCCC(CC)CNC(=O)C(=O)C1C(=O)Nc2ccccc21 (stereo unspecified)	-0.8	0	-1.1	-0.9	17	5	41	0.1	-11
COCCNC(=O)c1onc(CSc2ccccc2C)c1C(=O)O	-2.4	-6	1.2	0.3	1	-9	37	-3.2	-18
CCc1ccc(-c2cc(-c3n[nH]c(=S)n3CC)c3ccccc3n2)cc1	-1.1	-23	-1.5	-2.5	1	.	21	-0.7	-4
O=C1CC(N2CCN(c3ccc(F)cc3)CC2)C(=O)N1c1ccc2c(c1)OCO2 (stereo unspecified)	-1.1	-9	1.1	0.8	19	-3	32	-0.3	-6
CCOc1ccc(/C=N/Nc2nncc(-c3ccccc3)n2)cc1OC	-0.8	-5	0.5	-0.3	-15	3	32	-2.3	3
Cc1ccc(C)c(N(CC(=O)NC2CCCCC2)C(=O)CCC(=O)Nc2ccccn2)c1	-4.4	-40	.	.	-2	.	38	-2.6	2
Additional results.
SMILES	IMP-1 inh	DNA FID counter	V1aR counter	OXTR agonist	NS3 helicase inh	GalR3 antagonist	PHOSPHO1 block	VIM-2 inhibitor	GPR7 antagonist
Cn1cnnc1SCC(=O)NCCc1ccc(Cl)cc1Cl	-0.8	0	-0.8	-1.0	10	-3	7	1.0	-12
CCOC(=O)c1c2c(n(C)c1COC)C(=O)C(=O)c1ccc(Br)cc1-2	-0.5	2	0.3	0.7	-5	.	.	-2.5	-15
CCOC(=O)C(C(=O)OCC)N(C#N)c1nc(C)cc(C)n1	-1.0	0	-0.1	0.8	-8	-5	-10	-0.5	-6
CCOC(=O)N/N=C(\C)c1ccc(Oc2ncccn2)cc1	-1.4	-6	-0.1	-1.2	9	-10	-1	0.0	5
CCN(CC)S(=O)(=O)c1ccc(Cl)c(C(=O)Oc2cccnc2)c1	-3.9	0	1.1	-0.7	0	-3	18	-1.7	-10
CCN(CC)CCNC(=O)CCc1nn(C)c(=O)c2ccccc12	-3.3	-1	0.7	1.1	7	-2	13	0.9	-1
